High-throughput results deposited in PubChem by National Center for Advancing Translational Sciences (NCATS).
TRPV1 ag: human TRPV1 agonism. TRPV1-expressing cells, Fluo-8 calcium influx, agonist mode. Q8NER1. 320,000 compounds, 0.19% hits. activation, % at 8.33 µM. AID 540275; in the data active = activation above about 80%; inconclusive = between about 30% and that limit; also: 0% is about no effect
Target sequence (Q8NER1 whole entry, looked up): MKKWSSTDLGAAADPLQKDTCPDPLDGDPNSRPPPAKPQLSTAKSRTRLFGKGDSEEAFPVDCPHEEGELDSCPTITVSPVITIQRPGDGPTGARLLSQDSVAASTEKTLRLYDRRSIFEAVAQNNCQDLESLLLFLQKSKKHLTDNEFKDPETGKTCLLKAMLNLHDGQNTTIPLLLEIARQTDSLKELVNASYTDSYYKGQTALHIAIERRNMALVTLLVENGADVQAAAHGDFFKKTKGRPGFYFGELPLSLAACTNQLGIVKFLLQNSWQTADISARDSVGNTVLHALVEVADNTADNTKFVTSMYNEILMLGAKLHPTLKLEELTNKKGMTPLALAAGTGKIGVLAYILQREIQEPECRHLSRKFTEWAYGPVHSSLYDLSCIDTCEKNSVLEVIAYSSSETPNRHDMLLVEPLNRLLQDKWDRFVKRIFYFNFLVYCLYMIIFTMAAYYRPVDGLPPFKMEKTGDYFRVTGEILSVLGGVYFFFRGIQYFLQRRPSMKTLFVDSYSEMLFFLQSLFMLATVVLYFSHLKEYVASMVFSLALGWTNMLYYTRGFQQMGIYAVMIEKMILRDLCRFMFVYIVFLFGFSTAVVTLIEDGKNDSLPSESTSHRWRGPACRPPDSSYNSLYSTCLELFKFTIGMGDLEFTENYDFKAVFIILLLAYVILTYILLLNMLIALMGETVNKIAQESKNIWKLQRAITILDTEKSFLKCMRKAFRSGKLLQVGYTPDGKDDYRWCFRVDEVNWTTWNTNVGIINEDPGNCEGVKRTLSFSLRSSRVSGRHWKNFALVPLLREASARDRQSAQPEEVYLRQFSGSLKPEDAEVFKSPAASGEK
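TRPV1-expressing cells were cultured overnight at 35.5C and loaded with Fluo-8 calcium dye for 40 to 90 min at room temperature. After a 10 s baseline, compound was added and calcium influx was read kinetically for 3 min (ex 480/em 520 nm).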
BRCA1 expr up: increases BRCA1 expression. MCF7-BRCA1-FFLuc reporter, luminescence, 48 h; response scale: scaled: vehicle 0%, 10 µM genistein 100%. Potency, µM (titrated, usually from 46.1 µM), for inactives: at the highest dose activation, usual class: activators. 380,000 compounds, 1.1% hits; also: potency is read from the fitted curve at half-maximal effect; nearly all actives have a fitted effect of over 80% in size; some results filed as inactive show a strong effect at the top dose
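Luminescence from a BRCA1-driven firefly luciferase in MCF7 cells was the read-out, taken 15 min after substrate addition following 48 h compound exposure at 37 °C. Data were normalized to a 10 microM genistein control and DMSO vehicle.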
NPC1 prom act: activators of NPC1 promoter; Huh7 NPC1 promoter luciferase reporter, 24 h; Potency, µM (series often up to 9.22 µM), inactives show top-dose activation, actives largely listed as activators; 320,000 compounds, 2.4% hits; AID 485313;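 also: potency is read from the fitted curve at half-maximal effect; % of control where 0% means no effect; nearly all actives have a fitted effect of over 60% in size; reporter is driven by a mutant NPC1 promoter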
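Quantitative HTS used a cell-based reporter: Huh7 cells stably bearing the NPC1 promoter upstream of luciferase were treated with compounds for 24 h, and promoter activation was read as luminescence.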
VP16 counter: counter-screen for ROR gamma inhibitors: Gal4-VP16 reporter. 310,000 compounds, 3.5% hits. Drosophila S2 Gal4-VP16 UAS-luciferase, luminescence, 20 h. Potency, µM (top dose mostly 53.6 µM), inactives show at the top dose activity, negative = inhibition, usual class: inhibitors;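 also: Gal4-VP16 expression switched on by copper sulfate through the metallothionein promoter; potency is read from the fitted curve at half-maximal effect; % is scaled to controls: 0 for no effect and ±100 for the full control effect; nearly all actives have a fitted effect of over 50% in size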
ELG1 repair inh: ELG1-dependent DNA repair inhibition; HEK293T ELG1-luciferase reporter, luminescence, 16 h; DNA damage induced by 5-fluorouridine; 330,000 compounds, 2.3% hits; Potency, µM (titrated, usually from 46.1 µM), for inactives: at the highest dose activity change, negative = inhibition, usual class: inhibitors; AID 504467; also: potency is read from the fitted curve at half-maximal effect; % is scaled to controls: 0 for no effect and ±100 for the full control effect; nearly all actives have a fitted effect of over 55% in size
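In this reporter screen, reduction of luminescence relative to DMSO vehicle indicated activity. Compounds and 5-fluorouridine were added together to 2,000 cells per well, incubated for 16 hr at 37 °C, then developed with ONE-Glo.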
Tb PFK block: T. brucei PFK enzyme inhibition | Potency, µM (top dose mostly 57.5 µM), for the others: top-dose activity, negative = inhibition, hits mostly inhibitors | T. brucei PFK, ADP-Glo luminescence | 330,000 compounds, 0.17% hits;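 also: potency is read from the fitted curve at half-maximal effect; 0% = uninhibited 1x PFK enzyme wells and -100% = no-enzyme wells; nearly all actives have a fitted effect of over 60% in size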
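Luminescent ADP detection (ADP-Glo, two-step: ATP depletion then ADP-to-ATP conversion for luciferase) reported PFK activity after 45 min room-temperature reaction of 1.25 nM enzyme with 0.5 mM F6P and 0.1 mM ATP at pH 8.0.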
p53 reactivation: restores transcriptional activity of mutant p53 | Potency, µM (series often up to 92.2 µM), for the others: at the highest dose activity change, positive = activation, usual class: activators | 320,000 compounds, 0.063% hits | H1299 p53-A138V BP100-luciferase reporter, luminescence, 24 h; also: potency is read from the fitted curve at half-maximal effect; % of control where 0% means no effect; nearly all actives have a fitted effect of over 45% in size
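p53-null H1299 cells stably carrying temperature-sensitive p53-A138V and a BP100-luciferase reporter were pinned with compounds (4-point, 1:5 series) and held 24 hrs at 37 deg C. Luminescence was read 10 min after detection reagent.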
RORg inh: ROR gamma (mouse) transcription inhibition; 310,000 compounds, 5.4% hits; Potency, µM (series often up to 53.6 µM), inactives show at the top dose activity change, negative = inhibition, most hits filed as inhibitors; Drosophila S2 Gal4-RORgamma UAS-luciferase reporter, 20 h; AID 2551; also: potency is read from the fitted curve at half-maximal effect; % is scaled to controls: 0 for no effect and ±100 for the full control effect; nearly all actives have a fitted effect of over 60% in size
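Stable Schneider cell line, Gal4 DNA-binding domain fused to ROR gamma, UAS-luciferase. Cmpd 1 hr RT → CuSO4 700 uM final → 20 hr RT → luciferase reagent 10 min → luminescence.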
Rab9 prom act: Rab9 promoter activation | Huh7 Rab9 promoter-luciferase reporter, luminescence, 24 h | Potency, µM (series often up to 9.22 µM), inactives show at the highest dose activation, negative = inhibition, usual class: activators | 320,000 compounds, 2.8% hits; also: potency is read from the fitted curve at half-maximal effect; % of control where 0% means no effect; nearly all actives have a fitted effect of over 60% in size
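Stable Rab9-luc Huh7, 1500 cells/well, 2 h settle; cmpd in DMSO, 24 h, 37 °C/5% CO2; luciferase reagent 10 min RT; luminescence.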
ELG1 genotox: inducers of genotoxicity in HEK293T ELG1-luciferase cells; HEK293T ELG1-luciferase reporter, luminescence, 16 h; Potency, µM (highest dose often 46 µM), for inactives: at the highest dose activity change, positive = activation, most hits filed as activators; 330,000 compounds, 1.3% hits; AID 504466; also: potency is read from the fitted curve at half-maximal effect; % of control where 0% means no effect; nearly all actives have a fitted effect of over 60% in size
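Quantitative HTS format in 1536-well plates. HEK293T ELG1-luciferase reporter cells receive test compound and are incubated 16 hr at 37 °C, 5% CO2; ONE-Glo added, 30 min room temperature, then luminescence read.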
FLuc modulator: inhibits or activates purified firefly luciferase, miR-21 counter-screen; P08659; purified FLuc, Km substrates, luminescence inhibition; Potency, µM (series often up to 57.5 µM), without a hit: at the highest dose activity change, negative = inhibition, hits mostly inhibitors; 360,000 compounds, 6.9% hits; AID 588342;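 also: potency is read from the fitted curve at half-maximal effect; plate controls were vehicle for no effect and reference inhibitor for full effect; nearly all actives have a fitted effect of over 55% in size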
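Biochemical qHTS of compounds, final roughly 60 µM downward over six points, against 10 nM purified firefly luciferase using Km concentrations of substrates (10 uM D-luciferin, 10 uM ATP) in Tris acetate pH 7.5 buffer; luminescence output.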
The depositor's hits bear a star; ? = inconclusive; nt = not tested or not shown; [ ] = dose if it differs, or a comment. Unless noted, calls follow the shape of the dose curve; as a rule, active = well fitted curve in the direction sought with a large enough effect; inconclusive = small, poorly fitted or top-dose-only effect, or another doubt; inactive = no such curve, though single readings can be large; an effect the other way counts as inactive or inconclusive.

compound,TRPV1 ag,BRCA1 expr up,NPC1 prom act,VP16 counter,ELG1 repair inh,Tb PFK block,p53 reactivation,RORg inh,Rab9 prom act,ELG1 genotox,FLuc modulator
Cn1cnnc1SCC(=O)Nc1ccccc1F,-3,0%,-7%,-5%,3%,1%,-5%,-1%,-2%,2%,-1%
CCN1CCN(C(c2cccs2)C(C)NS(=O)(=O)c2ccc(Br)cc2)CC1 (configuration not stated),-2,-7%,-3%,3%,-4%,3%,-8%,31%,-8%,2%,-1%
CCCCCCNCC1OCc2ccccc2CO1,0,-16%,1%,12%,2%,0%,-8%,-15%,-7%,2%,6%
O=C(NC1CCCCC1)C(c1ccc(F)cc1)N(CCCN1CCOCC1)C(=O)c1ccc(CN2CCOCC2)o1 (configuration not stated),-2,7%,1%,6%,10%,-6%,-8%,1%,-5%,-1%,6%
Cc1cc(C)c2[nH]c(=O)c(C(c3nnnn3C(C)(C)C)N(Cc3ccco3)CC3CCCO3)cc2c1 (configuration not stated),3,-40%,1%,-7%,-5%,3%,18%,-14%,4%,-4%,0%
Cc1cc(OCCCC(=O)NCCc2ccccn2)ccc1Cl,14,-2%,-1%,17%,14%,2%,-3%,20%,1%,5%,-1%
O=C(CCc1nc2ccccc2[nH]1)Nc1ccc(F)cc1,6,6%,-2%,8%,8%,-10%,-21%,20%,-5%,-7%,2%
OCC1(CCOc2ccccc2)CCN(Cc2cc(Cl)ccc2O)CC1,-1,-9%,0%,-7%,-1%,3%,nt,-17%,3%,-6%,-1%
O=C(O)Cc1csc(NC(=O)CSc2cccc(C(=O)O)n2)n1,3,6%,1%,-12%,19%,0%,-1%,0%,-1%,1%,-2%
CCc1ccc(NC(=O)CNCc2ccc(OC)c(OC)c2)cc1,85*,-7%,0%,6%,-4%,-3%,-2%,-11%,1%,-4%,5%
CCC1(c2ccccc2)NC(=O)N(CC(=O)N2CC(=O)Nc3ccccc32)C1=O (configuration not stated),-1,4%,-1%,nt,1%,-10%,10%,nt,-4%,2%,nt
COc1cc2c(cc1OC)CN(C(=O)C1CCCN1S(=O)(=O)c1ccc(F)cc1)CC2 (configuration not stated),-4,9%,-2%,11%,?,1%,-3%,-2%,4%,-5%,4%

The last 2 entries of the part before lead into the next:
compound,TRPV1 ag,BRCA1 expr up,NPC1 prom act,VP16 counter,ELG1 repair inh,Tb PFK block,p53 reactivation,RORg inh,Rab9 prom act,ELG1 genotox,FLuc modulator
CCC1(c2ccccc2)NC(=O)N(CC(=O)N2CC(=O)Nc3ccccc32)C1=O (configuration not stated),-1,4%,-1%,nt,1%,-10%,10%,nt,-4%,2%,nt
COc1cc2c(cc1OC)CN(C(=O)C1CCCN1S(=O)(=O)c1ccc(F)cc1)CC2 (configuration not stated),-4,9%,-2%,11%,?,1%,-3%,-2%,4%,-5%,4%
CN(CC(=O)Nc1cccc(F)c1)CC(=O)Nc1ccccc1Oc1ccccc1,?,-8%,-5%,0%,-2%,0%,2%,37%,-6%,-11%,1%
O=C(c1ccc(CSc2ccccc2)cc1)N1CCN(c2ccccc2)CC1,2,0%,0%,5%,-18%,-4%,9%,7%,-3%,-5%,-12%
CCc1[nH]c(=S)c(C#N)c(-c2ccccc2)c1C(=O)OC,-4,-35%,2%,?,-6%,12%,1%,?,1%,0%,-15%
Cc1cnc(NC(=O)c2ccc(-c3nc4ccccc4s3)o2)s1,26,-13%,30%,?,?,3%,8%,?,13%,-5%,17µM*
CC(Sc1nc2ccccc2s1)C(=O)N(C)Cc1ccccc1 (configuration not stated),18,-15%,1%,17%,-21%,2%,6%,?,-2%,-10%,-8%
CCC(C)n1c(=N)c(C#N)cc2c(=O)n3cccc(C)c3nc21 (configuration not stated),-9,-4%,1%,0%,4%,2%,2%,-3%,-9%,-1%,-1%
CSc1ccccc1NC(=O)COC(=O)c1ccc(-n2nc(C)cc2C)cc1,nt,16%,nt,nt,-6%,3%,2%,nt,nt,-1%,nt
COc1cccc(C(=O)NC(=S)Nc2ccc(Cl)c(C(=O)O)c2)c1,-1,22%,nt,-12%,nt,nt,nt,-3%,nt,nt,?
COc1ccc2oc(C(=O)Nc3nccs3)c(C)c2c1,2,?,1.1µM*,nt,?,-4%,18%,nt,1.1µM*,0.52µM*,0.54µM*
CC(=O)Oc1ccc(/C=C2\N=C(C3CCCCC3)OC2=O)cc1,3,-15%,0%,2%,-3%,-2%,3%,4%,-4%,0%,17µM*
Cc1nnsc1S(=O)(=O)Cc1ccccc1Cl,-4,-14%,?,-2%,20%,0%,-1%,-41%,3%,-1%,0%
O=C1CC(c2ccccc2)CC(O)=C1C=NC1CCCCC1 (configuration not stated),12,-28%,4%,4%,18%,-6%,18%,36%,11%,1%,-13%

The list continues:
Below each compound – TRPV1 ag | BRCA1 expr up | NPC1 prom act | VP16 counter | ELG1 repair inh | Tb PFK block | p53 reactivation | RORg inh | Rab9 prom act | ELG1 genotox | FLuc modulator
O=C(/C=C/c1ccco1)NC(=S)Nc1ccc(O)c(-c2nc3ccccc3s2)c1
→ 2 | -53% | -10% | 2µM* | ? | -20% | 14% | 2µM* | -12% | ? | -9%
Cc1nn(-c2ccccc2)c(N2CCCC2)c1/C=N/NC(=S)Nc1cc(C(F)(F)F)ccc1Cl
→ -9 | -31% | -6% | 2.8µM* | -13% | -2% | 13% | 1.8µM* | -2% | -1% | 0%
COc1ccc(CN2CCCC(C(=O)N3CCc4ccccc4C3)C2)cc1OC (configuration not stated)
→ -1 | 14% | 1% | 6% | -4% | 1% | 4% | 4% | -4% | -8% | 4%
Cc1ccc(C)c(-c2csc(Nc3ncccn3)n2)c1
→ -3 | 10% | 15% | -9% | ? | 0% | 5% | -17% | 8%[1.84 µM] | 7% | -1%
O=C(Nc1ccccc1C(=O)O)c1ccc(CN2C(=O)c3ccccc3C2=O)cc1
→ 0 | 49% | 5% | 6% | 12% | -1% | ? | 25% | 18% | 3% | ?
Cc1ccc2c(C)c(C(=O)Nc3ccc(S(N)(=O)=O)cc3)oc2c1C
→ ? | -14% | -8% | 3%[10 µM] | 5% | 13% | 10% | -7% | -3% | 9% | -1%
Cc1ccc(C)c(/C(O)=C2\C(=O)C(=O)N(Cc3cccnc3)C2c2cccnc2)c1 (configuration not stated)
→ -6 | -22% | -5% | -11% | 12% | 4% | -1% | 39% | -3% | 0% | 0%
CCOC(=O)N1CCN(c2nc3c(c(=O)[nH]c(=O)n3C)n2Cc2ccccc2Cl)CC1
→ 3 | nt | 5% | 4% | 0% | 2% | -3% | 19% | 5% | -6% | 0%
COc1ccc2oc(C(=O)OCC(=O)N3CC(C)CC(C)C3)c(C)c2c1 (configuration not stated)
→ 3 | -38% | 2% | nt | -2% | -1% | -1% | nt | -2% | 3% | -4%
COCCCNCCOCCOc1ccc(Cl)cc1C(C)(C)C
→ 5 | -99% | 2% | -2% | -13% | -6% | -25% | -15% | -1% | -8% | 2%
Cc1cc(C)c2c(N)c(C(=O)NN)sc2n1
→ -1 | 29% | 1% | -27% | ? | 0% | 3% | ? | -3% | 8% | -15%
COc1cc(OC)cc(C(=O)n2cnnc2N)c1
→ -2 | -9% | 0% | 2% | 1% | 1% | 2% | 11% | 1% | 0% | 2%
O=C(COC(=O)c1cccnc1Nc1cccc(C(F)(F)F)c1)NC1CCS(=O)(=O)C1 (configuration not stated)
→ 12 | -19% | -2% | 4% | -29% | 2% | -5% | ? | 0% | -2% | 1%
